Rpn11 block = Rpn11 (human) deubiquitinase inhibition; O00487; human 26S proteasome, Ub4-pepOG fluorescence polarization; 20S core pre-blocked with epoxomicin; calls only at 20 µM; 360,000 tested, 0.59% active;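 active = inhibition at 20 µM, scaled to each plate's controls, above about 33%, limit read from the data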
Target sequence (O00487 whole entry, looked up): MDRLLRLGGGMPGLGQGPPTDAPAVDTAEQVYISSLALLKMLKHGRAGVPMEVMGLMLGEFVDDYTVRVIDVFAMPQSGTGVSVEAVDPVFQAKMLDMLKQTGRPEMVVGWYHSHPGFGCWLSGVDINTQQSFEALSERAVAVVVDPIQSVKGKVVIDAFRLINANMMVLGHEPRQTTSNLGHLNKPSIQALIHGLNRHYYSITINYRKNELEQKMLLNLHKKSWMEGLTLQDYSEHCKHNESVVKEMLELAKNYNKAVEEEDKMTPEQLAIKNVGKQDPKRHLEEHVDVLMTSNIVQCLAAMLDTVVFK
MT1-MMP act inh = MT1-MMP (human) activation inhibition; P50281; HT1080 RFP-PRO-GFP cells, GFP/RFP ratio fluorescence, overnight; percent of plate control window, DMSO zero; GFP/RFP ratio change, % at 20 µM; 360,000 tested, 0.061% active;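 active = GFP/RFP ratio change of at least 30% with cell ATP level not reduced by more than half and red fluorescence within 50% of control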; also: strong numbers were not always called active
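Read-out: GFP/RFP fluorescence ratio; Test system: RFP-PRO-GFP reporter HT1080 cells; Compound dosing: single-point 20 µM compound, 1% DMSO; Times: overnight compound exposure at 37 °C.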
STEP block = STEP (human) phosphatase inhibition; P54829; recombinant STEP, OMFP fluorogenic substrate, fluorescence; inhibition, % at 20 µM; 360,000 tested, 0.25% active; AID 588621;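 active = inhibition at 20 µM, scaled per plate between control wells, above about 37%, limit read from the data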;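 also: 0% = DMSO with enzyme and substrate and 100% = substrate only without enzyme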
Target sequence (P54829 whole entry, looked up): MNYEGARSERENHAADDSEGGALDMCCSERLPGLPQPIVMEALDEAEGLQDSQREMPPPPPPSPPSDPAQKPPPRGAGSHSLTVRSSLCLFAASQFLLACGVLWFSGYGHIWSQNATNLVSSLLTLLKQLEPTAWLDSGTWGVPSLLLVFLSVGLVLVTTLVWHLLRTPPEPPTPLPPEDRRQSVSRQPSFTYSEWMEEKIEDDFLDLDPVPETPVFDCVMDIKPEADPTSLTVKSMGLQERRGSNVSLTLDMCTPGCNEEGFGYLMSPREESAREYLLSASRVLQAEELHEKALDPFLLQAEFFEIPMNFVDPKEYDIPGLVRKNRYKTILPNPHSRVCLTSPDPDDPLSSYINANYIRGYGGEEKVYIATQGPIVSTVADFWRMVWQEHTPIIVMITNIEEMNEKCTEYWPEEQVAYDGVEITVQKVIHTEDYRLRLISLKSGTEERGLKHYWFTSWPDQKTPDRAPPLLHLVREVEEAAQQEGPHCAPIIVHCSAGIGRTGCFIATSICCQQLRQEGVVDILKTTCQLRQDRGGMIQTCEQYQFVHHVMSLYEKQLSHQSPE
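medium = Bis-Tris buffer pH 6.0, 2.5 mM DTT, 0.005% Tween 20 | test system = STEP (striatal-enriched tyrosine phosphatase) enzyme, cell-free | measure = normalized % inhibition | compound dosing = 20 µM, 1% DMSO | also added = 25 µM OMFP | schedule = reaction 20 min, ambient temperature | measured by = fluorescence read at 480 nm ex / 540 nm em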
CendR NRP1 mod = modulators of CendR peptide binding to human neuropilin-1 | FAM-RPARPAR peptide binding to NRP-1, fluorescence polarization | AID 602438 | 360,000 tested, 0.85% active | inhibition, % at 25 µM;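 active = inhibition or corrected inhibition above about 18%, plus a signal ratio from 0.5 to 1.5, limit read from the data, passing the limit was not always enough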; also: strong numbers were not always called active
Scp1 inh = blocks human Scp-1 phosphatase activity. Q9GZU7. Recombinant Scp1, phosphopeptide, malachite green phosphate absorbance. inhibition, % at 20 µM. 340,000 tested, 0.88% active. AID 493091;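 active = inhibition above about 50% at 20 µM, limit read from the data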;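 also: plate controls were DMSO wells with enzyme for no effect and wells lacking enzyme for full effect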
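Incubation: 45 min enzyme reaction at room temperature / System: truncated SCP-1 phosphatase (76-261aa) / Reagent: Phospho 17-mer peptide substrate / Buffer or medium: Acidic Tris acetate buffer with magnesium and detergent / Signal: absorbance at 630 nm / Doses: one concentration, 20 µM, with 1.0% DMSO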
NadD block = blocks S. aureus nicotinate mononucleotide adenylyltransferase. purified NadD enzyme, colorimetric absorbance read-out. inhibition, % at 20 µM. 360,000 tested, 0.78% active. AID 602399; in the data active = inhibition above about 26%; also: some compounds past the cut are filed as inactive
SKN-1 block = inhibitors of C. elegans SKN-1. 360,000 tested, 0.49% active. AID 624304. inhibition, % at 21.8 µM. C. elegans VP596 Pgst-4::GFP/RFP ratio, acrylamide-induced, 24 h;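 active = interference check ratio from 0.5 to 1.5 plus GFP to RFP signal ratio inhibition reaching or exceeding a fixed threshold, cut at about 30% in these data, passing the limit was not always enough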; also: some compounds called inactive have numbers as strong as hits
SUMO1-SIM PPI = modulators of human SUMO1-mediated protein-protein interactions. P63165. SUMO1 binding to a labelled peptide, TR-FRET, 1 h. inhibition, % at 20 µM. 360,000 tested, 0.33% active. AID 602429; in the data active = inhibition above about 37%
Target sequence (P63165 whole entry, looked up): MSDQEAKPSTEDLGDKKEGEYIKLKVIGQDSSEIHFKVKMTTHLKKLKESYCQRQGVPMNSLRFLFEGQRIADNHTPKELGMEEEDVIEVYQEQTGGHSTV
LMPTP block = blocks human LMPTP phosphatase; P24666; recombinant LMPTP-A, OMFP fluorogenic substrate, fluorescence intensity; inhibition, % at 20 µM; 360,000 tested, 0.22% active;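 active = compounds that cut the enzyme signal by at least half of the control window in the single-dose screen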;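 also: plate controls were DMSO wells with enzyme plus substrate for no effect and substrate without enzyme for full effect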
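Test system: LMPTP-A, protein tyrosine phosphatase of low molecular weight; Input: 0.625 nM enzyme; Incubation: 50 min dark incubation at room temperature; Signal: endpoint fluorescence intensity from OMFP dephosphorylation; Read-out basis: % inhibition versus control wells.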
DNMT1 inh = DNMT1 (human) enzyme inhibition. P26358. DNMT1 molecular beacon, Hinp1I cleavage, fluorescence. inhibition (reported as % activation of signal), % at 10 µM. 360,000 tested, 0.83% active. AID 588458; in the data active = inhibition above about 50%
* marks the source's active call; other numbers are inactive results; i = inactive; · = no result given.

item | structure | Scp1 inh | DNMT1 inh | LMPTP block | MT1-MMP act inh | NadD block
1 | COc1ccc(CNCc2ccc3ccccc3c2)c(OC)c1 | 8 | 1 | -1.4 | 3 | -2
2 | Cc1cc(C)c2nc(-c3ccncc3)cc(C(=O)N3CCN(Cc4ccccc4Cl)CC3)c2c1 | -5 | -4 | 5.9 | -8 | 7
3 | O=C(OCC(=O)N1CCCC1)c1cc(Cl)ccc1Cl | 3 | 1 | -0.3 | 6 | -4
4 | CCC(C)(C)NC(=O)C(c1ccc(OC)cc1)N(Cc1ccc(OC)cc1)C(=O)CCC(=O)Nc1cc(C)on1 (stereo not drawn) | -7 | -5 | -0.2 | 1 | -1
5 | Cc1ccc(C(=O)NCCCNc2ccccc2[N+](=O)[O-])cc1 | -10 | -4 | 3.0 | 4 | -2
6 | O=[N+]([O-])c1cc(-c2cnc3ccccc3n2)ccc1Oc1ccc(F)cc1 | -11 | -9 | 2.4 | 0 | -9
7 | CCOC(=O)c1c(S(=O)(=O)Nc2ccccn2)c(C)n(C)c1C | -8 | 1 | -0.3 | 0 | 3
8 | COc1ccc(-c2noc(CN(C(=O)c3c(-c4ccccc4Cl)noc3C)C(C)C)n2)cc1 | -17 | -2 | 1.5 | -5 | -11

item | SUMO1-SIM PPI | SKN-1 block | Rpn11 block | STEP block | CendR NRP1 mod
1 | 3 | 6 | i | -2 | -1
2 | 1 | 0 | i | 0 | -6
3 | 2 | -9 | i | -7 | 8
4 | 3 | 14 | i | -1 | 8
5 | -29 | 11 | i | 1 | -1
6 | -14 | 15 | i | 0 | 8
7 | 4 | -3 | i | 2 | 5
8 | 0 | -3 | i | -2 | -4

Further compounds:
item | structure | Scp1 inh | DNMT1 inh | LMPTP block | MT1-MMP act inh | NadD block
9 | Cc1ccccc1OCCCC(=O)Nc1ccccc1C(F)(F)F | -7 | 2 | 0.9 | 1 | -2
10 | Cc1cc(C)cc(NC(=O)C2C3C=CC4(O3)C2C(=O)N(CCCN(C)C)C4C(=O)NC2CCCC(C)C2C)c1 (stereo not drawn) | -7 | -3 | -6.4 | 0 | -22
11 | NC(=O)c1ccc(NC(=O)CCCN2C(=O)NC3(CCCC3)C2=O)cc1 | -4 | 0 | -1.1 | 2 | 0
12 | O=C(CN(Cc1ccc(Br)cc1)S(=O)(=O)c1ccccc1)NCc1cccnc1 | 6 | 1 | 0.2 | -5 | -8
13 | CCC(CO)Oc1cc(NCc2ccc(C(=O)O)cc2)c2ncn(C(C)C)c2c1 (stereo not drawn) | 7 | 0 | 1.3 | 4 | 5
14 | COc1ccc(C2CC(=O)c3cnc(NC(=O)c4cc(OC)cc(OC)c4)nc3C2)cc1 (stereo not drawn) | 2 | -7 | 1.3 | 0 | 6
15 | Cc1cnc(C(=O)OCC(=O)Nc2cccc(C)c2C)cn1 | -3 | 0 | 0.3 | 0 | -2
16 | Nc1nnn(CC(=O)N/N=C/C=C/c2ccccc2)n1 | -18 | 1 | -0.6 | -1 | -1

item | SUMO1-SIM PPI | SKN-1 block | Rpn11 block | STEP block | CendR NRP1 mod
9 | 2 | 8 | i | -8 | 8
10 | -7 | 11 | i | -2 | 6
11 | 1 | -11 | i | -2 | 8
12 | 2 | -14 | i | -2 | 8
13 | 2 | 32 | i | 0 | 7
14 | -3 | 2 | i | 3 | -4
15 | -4 | -8 | i | -1 | -2
16 | -10 | -6 | i | 1 | 1

The list continues.
item | structure | Scp1 inh | DNMT1 inh | LMPTP block | MT1-MMP act inh | NadD block
17 | N#Cc1ccc(S(=O)(=O)N2CCN(C(=O)C3CC(=O)N(c4ccc5c(c4)OCCO5)C3)CC2)cc1 (stereo not drawn) | -5 | 6 | -2.3 | -4 | 2
18 | CC(C)(O)C#Cc1ccc(CNC[C@H]2O[C@@H](n3cnc4c(N)ncnc43)[C@H](O)[C@@H]2O)s1 | 7 | 1 | -1.1 | 0 | -4
19 | O=C(c1cc(=O)[nH]c2ccccc12)N1CCN(c2cccc(C(F)(F)F)c2)CC1 | -5 | 0 | 0.6 | 2 | 2
20 | CCOc1ccc2c(c1)nc(C)n2C | 8 | 5 | -0.6 | 2 | 2
21 | OC1(c2cccc(C(F)(F)F)c2)CCN(Cc2nnnn2Cc2ccccc2)CC1 | -6 | 3 | 0.7 | -6 | -1
22 | COc1cc(C(=O)OCCN2CCOCC2)ccc1O | 1 | -4 | 1.2 | 8 | 5
23 | O=C(CCNC(=O)c1ccc(Br)cc1)NNC(=O)c1ccccc1O | -9 | 1 | -0.5 | 8 | 1
24 | CC(C)NC(=O)C1(C)CCN1Cc1cccc(Cl)c1 (stereo not drawn) | · | 5 | 1.1 | 9 | -3

item | SUMO1-SIM PPI | SKN-1 block | Rpn11 block | STEP block | CendR NRP1 mod
17 | 5 | -7 | i | 0 | 11
18 | -2 | 17 | i | 0 | -15
19 | 3 | 3 | i | 2 | 16
20 | 3 | 0 | i | -1 | 3
21 | 0 | -3 | i | -4 | 4
22 | 1 | 11 | i | -2 | 2
23 | 2 | 22 | i | 0 | -16
24 | 4 | 22 | i | 1 | -4

Some of the entries so far, bar-delimited.
cpd | structure | Scp1 inh | DNMT1 inh | LMPTP block | MT1-MMP act inh | NadD block | SUMO1-SIM PPI | SKN-1 block | Rpn11 block | STEP block | CendR NRP1 mod
7 | CCOC(=O)c1c(S(=O)(=O)Nc2ccccn2)c(C)n(C)c1C | -8 | 1 | -0.3 | 0 | 3 | 4 | -3 | i | 2 | 5
2 | Cc1cc(C)c2nc(-c3ccncc3)cc(C(=O)N3CCN(Cc4ccccc4Cl)CC3)c2c1 | -5 | -4 | 5.9 | -8 | 7 | 1 | 0 | i | 0 | -6
15 | Cc1cnc(C(=O)OCC(=O)Nc2cccc(C)c2C)cn1 | -3 | 0 | 0.3 | 0 | -2 | -4 | -8 | i | -1 | -2
24 | CC(C)NC(=O)C1(C)CCN1Cc1cccc(Cl)c1 (stereo not drawn) | · | 5 | 1.1 | 9 | -3 | 4 | 22 | i | 1 | -4
8 | COc1ccc(-c2noc(CN(C(=O)c3c(-c4ccccc4Cl)noc3C)C(C)C)n2)cc1 | -17 | -2 | 1.5 | -5 | -11 | 0 | -3 | i | -2 | -4

Later entries
item | structure | Scp1 inh | DNMT1 inh | LMPTP block | MT1-MMP act inh | NadD block
25 | CCc1ccccc1NC(=O)CCCN1C(=O)c2cccnc2C1=O | -12 | 1 | -1.1 | 4 | -4
26 | CCCCn1c(N)c(N(CCOC)C(=O)c2cccc(S(=O)(=O)N(C)c3ccccc3)c2)c(=O)[nH]c1=O | 4 | 0 | -1.7 | -6 | 0
27 | CN(C)CCCNc1nc2cc(-c3ccsc3)sc2c(=O)n1C | · | -2 | 2.2 | 10 | 0
28 | CCC(=O)Nc1ccc(Br)cn1 | -3 | 0 | -0.6 | 5 | -6
29 | O=C(NN1CCOCC1)c1cc(-c2ccc(Br)cc2)nc2ccccc12 | -3 | -6 | -1.6 | -2 | 2
30 | COCC1CCN(Cc2cn[nH]c2-c2ccc(OC)c(F)c2)C1 (stereo not drawn) | -11 | 9 | -2.0 | -1 | -9
31 | CC(OC(=O)c1cccs1)C(=O)NCCc1ccccc1 (stereo not drawn) | -5 | 1 | -1.8 | -1 | -2
32 | O=C(NC1CCCCC1)C1c2ccccc2OCC(=O)N1CCc1c[nH]c2ccccc12 (stereo not drawn) | · | · | -0.9 | -1 | 0

item | SUMO1-SIM PPI | SKN-1 block | Rpn11 block | STEP block | CendR NRP1 mod
25 | -24 | -15 | i | -3 | 3
26 | 3 | 13 | i | -1 | 16
27 | -33 | 17 | i | 1 | 15
28 | -2 | 9 | i | 0 | 4
29 | -11 | 13 | i | 0 | 7
30 | -1 | -21 | i | 0 | -25
31 | 1 | -22 | i | -1 | 6
32 | -1 | -9 | · | · | 2

Additional entries:
item | structure | Scp1 inh | DNMT1 inh | LMPTP block | MT1-MMP act inh | NadD block
33 | COCC1=C(C(=O)OC)C(c2ccco2)n2ncnc2N1 (stereo not drawn) | 7 | 2 | -0.2 | 6 | 0
34 | O=C1NC[C@H](CCCCN2CCN(CC3CCCCC3)C(=O)C2=O)N(Cc2ccccc2)C1=O | · | · | -1.7 | 5 | -4
35 | CC1CCN(C(=O)CCc2nc3cc(S(=O)(=O)N(C)C)ccc3n2C)CC1 | -7 | 3 | -0.9 | -4 | -2
36 | COc1cccc(NC(=O)Cc2c(O)c3ccccc3[nH]c2=O)c1 | -6 | 0 | 0.7 | 0 | -2
37 | CC(=O)CSc1nnc(-c2ccc(S(=O)(=O)N3CCCC3)cc2)n1C | -2 | 1 | -1.5 | 2 | 3
38 | Clc1ccccc1OCc1nc(-c2ccncc2)no1 | 22 | -1 | 1.1 | 2 | 1
39 | Cc1cccc(N2CCN(Cc3ccc(Br)o3)CC2)c1C | -2 | 1 | -0.6 | -2 | -6
40 | NC(=S)NNc1ccnc2cc(Cl)ccc12 | -5 | -1 | -2.3 | -1 | -3

item | SUMO1-SIM PPI | SKN-1 block | Rpn11 block | STEP block | CendR NRP1 mod
33 | 1 | -6 | i | 3 | 12
34 | 1 | 16 | · | · | 5
35 | 0 | -16 | i | 0 | -8
36 | 2 | -9 | i | 1 | 4
37 | -4 | 1 | i | 0 | 25*
38 | -3 | 15 | i | -1 | 0
39 | 0 | -8 | i | 1 | 3
40 | -12 | 8 | i | 4 | -33
